# Screening data: PubChem, several laboratories
# Pf gametocyte: P. falciparum stage V gametocyte viability inhibition | P. falciparum stage V gametocytes, ATP luminescence, 24 h | inhibition, % at 10.9 µM | 150,000 tested, 0.065% active | AID 743093;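 active = inhibition above the mean plus 3 SD of compounds within the control limits, set per campaign, cut at about 38% in these data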;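 also: 0% = DMSO wells and 100% = medium only without gametocytes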
# ABCG2 block: human ABCG2 inhibition, ABCB1 as counter-screen; inhibition, % at 6.6 µM; IgMXP3 cells, JC-1 efflux, flow cytometry; 190,000 tested, 0.1% active; Q9UNQ0;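 active = inhibition above 80%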;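 also: 0% = DMSO and 100% = nicardipine control wells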
# Target sequence (Q9UNQ0 whole entry, looked up): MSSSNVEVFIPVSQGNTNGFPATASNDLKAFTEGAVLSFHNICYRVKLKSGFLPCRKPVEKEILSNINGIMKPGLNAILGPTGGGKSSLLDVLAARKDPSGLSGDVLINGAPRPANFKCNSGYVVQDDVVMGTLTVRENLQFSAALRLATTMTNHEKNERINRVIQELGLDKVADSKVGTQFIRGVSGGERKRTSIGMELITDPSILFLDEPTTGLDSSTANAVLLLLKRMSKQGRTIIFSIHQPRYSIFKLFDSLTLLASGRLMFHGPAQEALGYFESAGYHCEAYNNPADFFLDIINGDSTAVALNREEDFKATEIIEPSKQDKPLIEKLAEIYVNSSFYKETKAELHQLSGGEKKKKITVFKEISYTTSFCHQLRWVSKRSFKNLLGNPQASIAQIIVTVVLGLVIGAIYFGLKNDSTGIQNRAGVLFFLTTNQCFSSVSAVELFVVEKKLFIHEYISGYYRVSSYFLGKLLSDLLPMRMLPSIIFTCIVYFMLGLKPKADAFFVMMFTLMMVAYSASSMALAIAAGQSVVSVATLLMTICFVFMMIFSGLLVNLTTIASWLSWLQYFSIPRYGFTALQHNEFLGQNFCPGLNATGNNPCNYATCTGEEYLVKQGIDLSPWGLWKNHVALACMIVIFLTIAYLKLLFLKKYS
#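 Assay system – ABCG2 IgMXP3 and barcoded ABCB1 CCRF-Adr cell mix · Input – 3 million cells/mL in well · Reagent – JC-1 fluorescent substrate · Compound – single test compound dose, 6.6 µM final · Timing – 10 min exposure at 25 °C with rotation, no wash · Detection – flow cytometry of retained JC-1 fluorescence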
# Avidin fluor: avidin bead compound fluorescence profile | fluorescence (KMESF) at 10 µM | 220,000 tested, 0.38% active | Avidin beads, compound fluorescence 488/530 nm, flow cytometry; stronger effect = higher value | AID 1775; in the data active = fluorescence above about 47; also: inactives centre near 10
# Rab2A wt mod: changes GTP binding to wildtype dog Rab2A, up or down | 190,000 tested, 0.19% active | GST-Rab2 wt beads, Bodipy-GTP binding, flow cytometry | GTP binding activity, % at 10 µM | AID 760 | P61105;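 active = GTP binding activity at least 20 points away from 100%, either lowered or raised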;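 also: 0% = beads with excess unlabeled GTP and 100% = no-compound control corrected for plate trend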
# Rab7 wt modul: modulators of GTP binding to dog Rab7 wildtype GTPase; GST-Rab7 beads, fluorescent GTP binding, flow cytometry; actives lie on both sides; untreated = 100%, excess cold GTP = 0%; GTP binding activity (percent of control), % at 10 µM; 190,000 tested, 0.055% active; AID 758;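 active = fluorescent GTP binding to Rab7 beads changed by at least 20 points from the 100% baseline, either direction, mostly lower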;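 also: median green fluorescence of bound Bodipy-FL-GTP per Rab7 bead population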
# ABCB1 block: human ABCB1 inhibition, ABCG2 as counter-screen; P08183; CCRF-Adr cells, JC-1 efflux, flow cytometry; inhibition, % at 6.6 µM; 190,000 tested, 0.067% active; AID 1326; in the data active = inhibition above about 40%;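 also: 0% = vehicle and 100% = reference inhibitor; higher value means more JC-1 retained so stronger ABCB1 efflux block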
# GSH fluor: compound fluoresces at 488/530 nm on GSH beads; fluorescence (KMESF) at 10 µM; GSH beads flow cytometry, compound fluorescence 488/530 nm; stronger effect = higher value; 190,000 tested, 0.25% active; AID 1776; in the data active = fluorescence above about 89;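 also: glutathione beads carrying GST-tagged Bcl family fusion proteins plus one bare bead set; values are compound well signal with DMSO vehicle wells as background; inactives centre near 16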
# Rac1 act GTP bind: modulators of GTP binding to human Rac1 activated mutant. P63000. GST-Rac1 activated beads, fluorescent GTP binding, flow cytometry; actives lie on both sides; 100% means binding = to untreated wells. percent activity (GTP binding), % at 10 µM. 190,000 tested, 0.11% active. AID 764;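 active = GTP binding at least 20 percentage points away from the 100% baseline, in either direction, so actives lie on both sides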
# HRas wt GTP: changes GTP binding to wildtype human HRas; P01112; GST-Ras wt beads, Bodipy-FL-GTP binding, flow cytometry; actives lie on both sides; GTP binding activity, % at 10 µM; 190,000 tested, 0.14% active;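 active = GTP binding activity at least 20% away from the 100% baseline, either lowered as inhibitor or raised as activator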;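 also: 0% = unlabeled GTP competition control and 100% = no-compound control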
# Target sequence (P01112 whole entry, looked up): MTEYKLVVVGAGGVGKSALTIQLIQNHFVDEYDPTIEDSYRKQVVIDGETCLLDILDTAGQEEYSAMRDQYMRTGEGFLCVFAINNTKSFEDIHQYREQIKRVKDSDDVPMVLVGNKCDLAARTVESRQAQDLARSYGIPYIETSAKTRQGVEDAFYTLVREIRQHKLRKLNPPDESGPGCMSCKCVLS
# Rac1 wt GTP bind: human Rac1 wildtype GTP binding, inhibitors and activators; P63000; GST-Rac1 beads, fluorescent GTP binding, flow cytometry; actives lie on both sides; 0 = cold GTP competed, 100 = untreated; GTP binding activity (% of control), % at 10 µM; 190,000 tested, 0.27% active;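 active = GTP binding activity at least 20 points away from the 100% control level, either lower or higher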
# Cdc42 wt: human Cdc42 wildtype GTP binding change, either direction. 190,000 tested, 0.2% active. percent activity (GTP binding), % at 10 µM. P60953. AID 761. GST-Cdc42 beads, Bodipy-GTP binding, flow cytometry; actives lie on both sides;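 active = percent activity GTP binding at least 20 points away from the 100% baseline, either down as inhibitor or up as activator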;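 also: median bead fluorescence of bound Bodipy-FL-GTP at 100 nM; 0% = excess unlabeled GTP control and 100% = no compound control; below 100% means less GTP binding so inhibitor and above means activator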
# Target sequence (P60953 whole entry, looked up): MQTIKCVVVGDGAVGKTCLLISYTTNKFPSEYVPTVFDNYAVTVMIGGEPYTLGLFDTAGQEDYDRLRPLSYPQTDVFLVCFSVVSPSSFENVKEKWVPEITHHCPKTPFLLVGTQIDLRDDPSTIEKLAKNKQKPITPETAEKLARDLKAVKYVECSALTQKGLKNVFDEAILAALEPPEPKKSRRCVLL
# The depositor's hits bear a star; . = not tested or not shown.
SMILES,Pf gametocyte,ABCG2 block,Avidin fluor,Rab2A wt mod,Rab7 wt modul,ABCB1 block,GSH fluor,Rac1 act GTP bind,HRas wt GTP,Rac1 wt GTP bind,Cdc42 wt
CCOC(=O)CC(C(=O)OCC)P(=O)(c1ccccc1)c1ccccc1 (stereo not given),-12,1,13,97,97,0.7,8,98,100,98,100
Cc1ccsc1C(=O)OCC(=O)Nc1c(C)n(C)n(-c2ccccc2)c1=O,-21,0,10,101,102,-0.1,9,100,102,105,101
CCCCN(C)C1CCN(C(=S)Nc2cccc(OC)c2)CC1,19,1,5,97,96,0.4,18,96,96,97,97
N=C(N)SCc1cn2ccccc2n1,-6,1,3,99,104,0.1,9,99,102,104,99
CSc1nsc(N/N=C/c2ccc3c(c2)OCO3)c1C#N,5,-2,21,94,91,-0.9,10,94,93,94,98
CCOC(=O)Cc1csc(NC(=S)NC(=O)c2cc(OC)cc(OC)c2)n1,1,9,12,94,105,0.0,16,91,95,94,91
NC(=O)c1ccccc1NC(=O)CN1CCOCC1,12,1,6,95,94,0.3,44,98,101,101,101
CCOc1ccc(NC(=O)CN(c2ccc(OC)cc2)S(C)(=O)=O)cc1,0,1,5,102,102,0.6,5,100,101,109,103
CCC(C)n1c(=N)c(C#N)cc2c(=O)n3cc(C)ccc3nc21 (stereo not given),11,2,11,100,106,0.5,16,97,102,98,95
CCCc1nc2ccccc2c(=O)n1/N=C/c1ccc(O)cc1,.,3,30,98,99,0.3,12,97,99,99,98
COc1ccccc1CC(=O)Nc1ccc(OC)c(OC)c1,.,1,16,105,102,-0.1,24,101,104,103,103
COc1ccc(OC)c(NC2c3ccccc3C(=O)N2Cc2ccc3c(c2)OCO3)c1 (stereo not given),.,3,8,97,96,2.4,24,95,98,98,98
CC1(C)CC(=O)C(N=Nc2ccc3ncsc3c2)=C(O)C1,.,0,9,106,106,0.0,12,101,106,106,107
CC1CN(c2ncc(/C=N/NC(=O)c3ccccc3O)s2)CC(C)O1 (stereo not given),.,0,9,97,92,-0.3,25,97,96,95,95
CC(=O)N(Cc1cc(=O)[nH]c2ccccc12)c1ccccc1,.,4,10,94,94,0.5,26,96,95,93,98
CCCNc1nc(C)nc2c1cnn2CCc1ccccc1,.,6,10,98,97,0.5,12,98,98,99,98
Cc1ccc(C)c(-n2ccnc2SCC(=O)O)c1,.,3,11,97,95,0.9,52,93,99,99,99
Cc1ccc(C(=O)COc2ccccc2C(=O)Nc2ccccc2)cc1,.,7,9,97,98,1.2,10,97,99,100,99
C#CCOCCOCCOCCNc1nc(N2CCN(C(=O)[C@H]([C@@H](C)CC)n3cc(CCCCN)nn3)CC2)nc(N2CCN(C(=O)[C@H](C)n3cc(CCC(=O)O)nn3)CC2)n1,-4,3,8,102,100,1.6,20,97,102,103,102
Cc1cc(OCc2nc(-c3cccnc3)no2)c(C)cc1Br,.,19,11,102,101,1.5,23,99,103,108,102
O=C1c2ccccc2C(=O)N1CCCCN(C(=O)c1cc2ccccc2oc1=O)c1ccc(F)cc1F,2,8,22,98,99,31,10,99,98,102,102
Cc1cc(=O)[nH]c(SCC(=O)Nc2ncc(S(=O)(=O)c3ccc([N+](=O)[O-])cc3)s2)n1,14,1,4,98,103,0.5,10,94,99,97,94
CCn1c2ccccc2c2cc(NC(=O)CNCC3CCCO3)ccc21 (stereo not given),3,2,10,95,98,0.9,16,97,99,99,97
O=C(CSc1nnnn1C1CCCC1)NCc1ccccc1,.,1,19,99,100,-0.2,11,97,100,101,99

# Structures listed so far containing a COOH group:
SMILES,Pf gametocyte,ABCG2 block,Avidin fluor,Rab2A wt mod,Rab7 wt modul,ABCB1 block,GSH fluor,Rac1 act GTP bind,HRas wt GTP,Rac1 wt GTP bind,Cdc42 wt
Cc1ccc(C)c(-n2ccnc2SCC(=O)O)c1,.,3,11,97,95,0.9,52,93,99,99,99
C#CCOCCOCCOCCNc1nc(N2CCN(C(=O)[C@H]([C@@H](C)CC)n3cc(CCCCN)nn3)CC2)nc(N2CCN(C(=O)[C@H](C)n3cc(CCC(=O)O)nn3)CC2)n1,-4,3,8,102,100,1.6,20,97,102,103,102

# Later entries:
SMILES,Pf gametocyte,ABCG2 block,Avidin fluor,Rab2A wt mod,Rab7 wt modul,ABCB1 block,GSH fluor,Rac1 act GTP bind,HRas wt GTP,Rac1 wt GTP bind,Cdc42 wt
O=C(Cn1cnc2scc(-c3ccccc3)c2c1=O)N1CCOCC1,.,1,11,98,99,0.0,28,95,98,97,99
O=Cc1cn(-c2ccccc2)nc1-c1cc2ccccc2oc1=O,.,1,9,104,108,0.1,6,101,106,107,105
CN(c1ccc(C(=O)NCCSCc2ccccc2)cc1)S(=O)(=O)c1ccccc1,.,26,13,98,102,1.3,24,95,98,100,99
COc1ccc(S(=O)(=O)N2CCCC(C(=O)Nc3ccc(NC(=O)c4ccccn4)cc3)C2)cc1 (stereo not given),-5,0,36,99,99,0.4,20,99,99,103,101
Cc1nn(-c2ccccc2)c2sc(C(=O)c3c(N)n(C)c(=O)n(C)c3=O)cc12,.,10,33,101,98,2.1,26,100,101,103,97
COC(=O)C1C(=O)c2c([nH]c(C(=O)OC3CCCC3C)c2C)CC1C (stereo not given),.,4,7,99,98,1.0,15,98,98,98,98
CCc1nc2ccccc2c(NC(=O)CN2CC(C)CC(C)C2)c1C (stereo not given),13,1,10,99,103,1.5,13,95,99,99,99
CN1CCN(C(=O)/C=C/c2ccc([N+](=O)[O-])cc2)CC1,-14,3,11,103,101,0.0,12,103,104,105,102
Cc1ccc(C(=O)NC2CCN(S(=O)(=O)c3ccc(C)cc3)CC2)cc1,-5,17,11,100,107,1.4,28,95,100,100,97
O=C(COc1ccc(Cl)cc1)NCc1nnc(SCC(=O)N2CCCCC2)o1,.,0,3,97,95,-0.3,24,98,100,102,98
CN1CCN(CCCNC(=O)c2cc3c(-c4ccc(Cl)cc4)nn(C)c3s2)CC1,.,5,8,95,94,0.8,20,97,96,98,97
O=C(O)CCc1ccc(-c2ccc(F)cc2)n1NC(=O)c1ccco1,6,1,9,101,100,0.5,36,97,100,100,101
CC(=O)C1C(=O)CC(C)(O)C(C(C)=O)C1c1ccc(N(C)C)cc1 (stereo not given),-9,13,20,102,100,0.8,25,101,103,103,103
CCn1c(-c2ccc3[nH]c(C)c(C)c3c2)n[nH]c1=S,6,1,6,94,90,-0.2,45,96,97,97,94
C/C(=N\N=C(N)N)c1ccc(Cl)c(Cl)c1,-5,2,9,101,100,-0.2,15,97,98,102,101
COc1ccccc1NC(=O)Cc1csc(NC(=S)Nc2ccc(C)cc2)n1,-20,1,11,102,102,0.1,15,99,102,100,100
COc1cccc(C2CC(c3cccs3)Nc3ncnn32)c1 (stereo not given),.,2,8,98,99,1.0,4,97,99,102,102
CCc1ccc(OCC(=O)N(C)CCC#N)c(Br)c1,.,8,13,97,97,1.3,32,97,97,95,100
Cc1nn(Cc2c(Cl)cccc2Cl)c(C)c1N,19,2,7,96,94,0.6,65,99,98,102,99
COc1ccc(-c2noc(COc3ccc(C)c(C)c3)n2)cc1OC,-1,11,26,85,92,0.8,23,84,87,86,82
COC(=O)c1ccc(CSc2n[nH]c(C)n2)o1,-12,2,15,98,104,0.3,7,99,101,105,103
Cc1cc(C(=O)CN2C(=O)NC(c3ccccc3)(c3ccccc3)C2=O)c(C)n1Cc1ccccc1,.,3,38,94,99,1.2,12,95,99,98,96
CSc1nc2c(cc1C#N)C(=O)CC(C)(C)C2,-10,1,9,96,96,0.2,16,96,97,96,99
Cc1nnc(N2C(=O)c3cccc4cccc(c34)C2=O)s1,-4,7,20,101,101,0.7,11,98,102,99,102
Cc1c(=O)n(OCc2ccccn2)c2ccccc2[n+]1[O-],.,1,38,95,95,0.0,11,94,95,96,97
NC(=O)CN1C(=O)C2C3C=CC(C3)C2C1=O (stereo not given),.,0,2,101,98,0.3,42,104,102,109,105
CCC(NC(=O)c1ccccc1NC(=O)c1ccco1)C(=O)NC1CCCCC1 (stereo not given),.,5,14,95,100,1.0,16,98,98,97,98
CCO[C@@H]1OC(C(=O)N2CCN(Cc3ccccc3)CC2)=C[C@H](C)[C@H]1CCCO,.,5,6,95,96,0.9,17,95,94,93,93
Cc1cc(NC(=O)CCC(=O)N(c2ccccc2)C(C(=O)NCC2CCCO2)c2cccnc2)no1 (stereo not given),.,0,13,106,100,-0.1,22,101,105,106,105
CCc1ccc2[nH]c(=O)c(CN(CCCO)C(=O)NCc3ccccc3)cc2c1,-10,1,1,101,100,0.2,49,101,101,103,99
COc1ccc(CCNC(=O)CSc2nc3c(c(=O)n(C)c(=O)n3C)n2C)cc1OC,.,2,20,103,98,0.3,11,98,102,105,104
COc1ccc(/C=C/C(=O)c2ccc(C)c([N+](=O)[O-])c2)cc1O,-20,-1,13,99,96,-0.5,12,96,99,98,96
CN(C)c1ccc(C(=O)OCC(=O)N2CCCCCC2)cc1,-14,0,11,99,97,0.1,12,97,99,102,100
Cc1cc(C)c(Cn2ncn(-c3ccc(Br)cc3)c2=O)c(C)c1,-6,3,7,97,97,0.5,20,99,97,101,97
Cc1ccc(C(=O)CSc2nc(-c3ccccc3)ccc2C#N)cc1,2,9,14,100,99,0.6,6,100,102,104,101
O=c1[nH]c(/C=C/c2ccccc2OC(F)F)nc2c1cnn2-c1ccccc1,6,-2,13,102,103,-0.3,4,99,102,103,100
Cc1ccc(C(=O)C(C)OC(=O)c2ccccc2[N+](=O)[O-])cc1 (stereo not given),-1,0,8,97,99,0.1,6,99,96,100,99
Cc1cccc(OCCOc2ccc(/C=N/NC(=O)Cc3nnc(N)s3)cc2)c1,21,-1,0,98,97,-0.3,30,97,98,100,100
NC(CC(=O)O)c1cccc(OCc2ccccc2)c1 (stereo not given),-8,0,27,103,101,0.2,24,101,102,107,103
CCOC(=O)c1cnc(-c2ccccc2)nc1N(C)C,.,-8,1,97,96,-4.6,25,97,99,102,97
c1ccc(Cn2ncc3c(NCc4ccco4)ncnc32)cc1,.,3,17,99,96,0.0,23,102,102,105,103
O=C(CN(Cc1ccccc1F)S(=O)(=O)c1ccc(Cl)cc1)NCCCO,.,1,22,97,104,0.5,15,99,99,103,99
O=C(C1CCCN(Cc2ccncc2)C1)N1CCc2ccccc2C1 (stereo not given),.,-1,36,102,100,0.1,25,99,102,104,103
O=C(O)CCCCCNC(=O)c1ccncc1,.,-1,36,104,104,-0.1,18,104,104,107,107
OCCn1c(SCCOc2ccccc2)nc2ccccc21,.,3,12,103,103,0.5,13,101,107,107,106
